NadD inh: blocks S. aureus nicotinate mononucleotide adenylyltransferase | purified NadD enzyme, colorimetric absorbance read-out | inhibition, % at 20 µM | actives 0.78% (n = 360,000) | AID 602399; in the data active = inhibition above about 26%; also: some compounds past the cut are filed as inactive
MsrA inh: inhibitors of bovine MsrA | purified bovine MsrA, absorbance read-out | inhibition, % at 15.5 µM | actives 0.75% (n = 360,000) | AID 651718; in the data active = inhibition above about 4.5%;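 also: 0% = vehicle wells with enzyme and 100% = reference inhibitor wells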
CSN inh: blocks human CSN-mediated cullin deneddylation. Purified CSN, SCF-Nedd8-OG deneddylation, fluorescence polarization. inhibition, % at 12.5 µM. actives 0.38% (n = 360,000). AID 651999;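 active = pattern-corrected inhibition above about 35%, with an unprinted fluorescence ratio check between 0.5 and 1.5, limit read from the data, passing the limit was not always enough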;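 also: 0% = enzyme with substrate and 100% = substrate without enzyme; some results filed as inactive read as strong as hits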
Target sequence (Q92905 whole entry, looked up, one chain of several): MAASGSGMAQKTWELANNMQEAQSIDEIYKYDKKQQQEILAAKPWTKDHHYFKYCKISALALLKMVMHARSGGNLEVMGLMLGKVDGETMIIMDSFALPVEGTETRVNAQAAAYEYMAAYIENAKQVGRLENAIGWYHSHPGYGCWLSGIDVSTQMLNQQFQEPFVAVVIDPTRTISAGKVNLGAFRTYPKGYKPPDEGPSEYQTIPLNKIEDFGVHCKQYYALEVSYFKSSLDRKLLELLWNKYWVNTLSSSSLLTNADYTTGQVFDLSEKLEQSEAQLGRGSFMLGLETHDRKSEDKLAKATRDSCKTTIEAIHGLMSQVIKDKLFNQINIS
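Assay system: HEK293T-derived human Csn5 enzyme; quantity: 0.24 nM enzyme; medium: Tris/NaCl/DTT buffer, pH 7.5; also added: substrate SCFSkp2-Nedd8OG, 10 nM; doses: 12.5 µM compound; schedule: 90 min reaction at room temperature; signal: FP; read-out: % inhibition of substrate cleavage by Csn5; benchmarks: substrate-only high control, full reaction low control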
TbMetRS inhib: blocks T. brucei methionyl-tRNA synthetase activity; purified T. brucei MetRS, ATP depletion, Kinase-Glo luminescence; inhibition, % at 11.9 µM; actives 0.4% (n = 360,000); AID 624268;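 active = inhibition above a per-plate cutoff of the control wells' mean inhibition plus 3 SD, cut at about 5.5% in these data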;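 also: 0% = DMSO wells median and 100% = median of wells with control inhibitor compound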
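assay system = parasite MetRS enzyme | timing = 15 min preincubation, 2 h reaction, all 25 °C | evaluation = percent inhibition relative to median high and low control wells | medium = HEPES buffer containing pyrophosphatase, BSA, spermine, DTT | compound = single dose, 11.9 µM final nominal, 0.9% final DMSO | detection = Kinase-Glo luminescence, ATP depletion format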
STEP block: STEP (human) phosphatase inhibition | actives 0.25% (n = 360,000) | recombinant STEP, OMFP fluorogenic substrate, fluorescence | P54829 | inhibition, % at 20 µM | AID 588621;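 active = inhibition at 20 µM, scaled per plate between control wells, above about 37%, limit read from the data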;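 also: 0% = DMSO with enzyme and substrate and 100% = substrate only without enzyme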
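Material: STEP (striatal-enriched tyrosine phosphatase) enzyme, cell-free | Medium: 50 mM Bis-Tris pH 6.0 with 2.5 mM DTT and 0.005% Tween 20 | Read-out: Percent inhibition scaled to no-enzyme and uninhibited-enzyme controls, plate-pattern corrected | Signal: Fluorescence read at 480 nm ex / 540 nm em | Times: 20 min reaction, room temperature, in the dark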
Rpn11 block: inhibitors of human proteasome Rpn11. O00487. human 26S proteasome, Ub4-pepOG fluorescence polarization; 20S core pre-blocked with epoxomicin. calls only at 20 µM. actives 0.59% (n = 360,000). AID 588493;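 active = inhibition at 20 µM, scaled to each plate's controls, above about 33%, limit read from the data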
Target sequence (O00487 whole entry, looked up): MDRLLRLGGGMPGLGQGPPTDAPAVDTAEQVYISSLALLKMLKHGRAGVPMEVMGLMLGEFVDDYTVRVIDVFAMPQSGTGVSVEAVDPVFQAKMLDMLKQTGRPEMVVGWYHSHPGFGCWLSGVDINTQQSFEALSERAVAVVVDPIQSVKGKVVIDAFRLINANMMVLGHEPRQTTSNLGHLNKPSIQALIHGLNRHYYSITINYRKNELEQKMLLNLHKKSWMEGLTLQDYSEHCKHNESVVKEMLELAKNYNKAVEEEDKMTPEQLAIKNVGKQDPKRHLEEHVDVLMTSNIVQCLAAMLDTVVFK
DNMT1 block: DNMT1 (human) enzyme inhibition. actives 0.83% (n = 360,000). DNMT1 molecular beacon, Hinp1I cleavage, fluorescence. inhibition (reported as % activation of signal), % at 10 µM. P26358; in the data active = inhibition above about 50%
Scp1 inh: Scp-1 (human) phosphatase inhibition | Q9GZU7 | Recombinant Scp1, phosphopeptide, malachite green phosphate absorbance | inhibition, % at 20 µM | actives 0.88% (n = 340,000) | AID 493091;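 active = inhibition above about 50% at 20 µM, limit read from the data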;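 also: plate controls were DMSO wells with enzyme for no effect and wells lacking enzyme for full effect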
Target sequence (Q9GZU7 76-261 limits assumed): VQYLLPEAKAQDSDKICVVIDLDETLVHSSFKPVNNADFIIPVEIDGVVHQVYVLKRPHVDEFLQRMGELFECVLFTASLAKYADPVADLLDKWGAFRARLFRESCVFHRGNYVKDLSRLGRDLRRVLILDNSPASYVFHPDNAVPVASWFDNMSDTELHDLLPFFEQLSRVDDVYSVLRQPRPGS
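System: SCP-1 catalytic domain; Reagent: Phospho 17-mer peptide substrate; Doses: one concentration, 20 µM, with 1.0% DMSO; Incubation: 45 min room-temperature reaction, 5 min colour, 30 min stabiliser; Signal: Phosphate-binding colour reagent, absorbance read at 630 nm.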
SUMO1 PPI mod: modulators of human SUMO1-mediated protein-protein interactions. AID 602429. actives 0.33% (n = 360,000). SUMO1 binding to a labelled peptide, TR-FRET, 1 h. P63165. inhibition, % at 20 µM; in the data active = inhibition above about 37%
LMPTP inh: blocks human LMPTP phosphatase; P24666; recombinant LMPTP-A, OMFP fluorogenic substrate, fluorescence intensity; inhibition, % at 20 µM; actives 0.22% (n = 360,000); AID 651560;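 active = compounds that cut the enzyme signal by at least half of the control window in the single-dose screen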;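 also: plate controls were DMSO wells with enzyme plus substrate for no effect and substrate without enzyme for full effect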
Target sequence (P24666 whole entry, looked up): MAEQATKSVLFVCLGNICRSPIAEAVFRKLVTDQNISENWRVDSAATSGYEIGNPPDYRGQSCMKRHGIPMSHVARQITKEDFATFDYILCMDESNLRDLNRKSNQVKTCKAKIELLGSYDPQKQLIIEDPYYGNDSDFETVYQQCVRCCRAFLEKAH
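Test system: LMPTP-A, protein tyrosine phosphatase of low molecular weight; Input: 0.625 nM enzyme; Incubation: 50 min dark incubation at room temperature; Signal: endpoint fluorescence intensity from OMFP dephosphorylation; Read-out basis: % inhibition versus control wells.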
* marks the source's active call; other numbers are inactive results; i = inactive; · = not tested or not shown.

NadD inh,MsrA inh,CSN inh,TbMetRS inhib,STEP block,Rpn11 block,DNMT1 block,Scp1 inh,SUMO1 PPI mod,smiles,LMPTP inh
-8.4,0.8,1.2,-1.1,1.4,i,1.8,-12.3,-19.9,COc1ccc(C(=O)c2c(C)c(CCC#N)n3ccccc23)c(OC)c1,-0.9
0.8,-0.9,-17.7,0.0,1.3,i,-0.5,-1.4,-1.5,S=C(NCC1CCCO1)Nc1ccc(Cl)cc1 (centres undefined),-2.3
-6.8,-0.1,-2.4,1.1,2.2,i,20.4,-10.3,0.6,CCCCCCCCC(=O)N/N=C(\C)c1ccco1,0.0
-2.2,-0.9,-7.5,-0.2,-1.2,i,0.8,-7.6,-5.3,Cc1ccc(CN(C)C(=O)c2cccc(S(=O)(=O)N3CCCC3)c2)cc1,-0.4
2.6,1.1,3.5,11.6*,0.2,i,-5.9,3.3,7.3,Cc1ccc2[nH]c3c(N4CCc5ccccc5C4)ncnc3c2c1,3.7
-5.1,-0.7,-2.5,-0.6,-1.7,i,6.5,10.5,2.1,COc1ccc(CNC(=O)Nc2ccc(C)cc2)cc1,0.4
1.6,-0.6,-0.6,-0.1,4.3,i,-1.0,-2.4,4.3,O=C(COC(=O)c1cnccn1)NC1CCCc2ccccc21 (centres undefined),-0.6
1.6,-0.3,-0.9,0.2,-1.7,i,-0.4,-4.1,0.2,COc1cccc(NC(=S)NC(C)c2ccc(OC)c(OC)c2)c1 (centres undefined),-0.6
0.2,0.4,2.7,-0.6,0.2,i,4.8,-21.4,-4.9,Clc1ccc(/C=N/N2CCN(Cc3ccccc3)CC2)cc1,-1.0
-6.3,·,16.6,-1.6,0.2,i,2.4,-7.3,1.6,COc1cc(OC)cc(C(C(=O)NCc2ccccc2)N(Cc2ccco2)C(=O)c2ccno2)c1 (centres undefined),-2.5
-4.4,-0.6,-0.6,-0.1,0.6,i,2.6,-4.8,2.5,COc1cc(NC(=O)C(C)N2CCN(C(=O)C3CC3)CC2)cc(OC)c1 (centres undefined),-1.1
0.1,-0.5,0.9,-1.0,-0.3,i,-4.4,-8.4,2.5,N#CCC1c2ccccc2CCN1C(=O)Nc1ccc(Cl)cc1 (centres undefined),0.2
2.9,2.0,0.9,0.5,18.3,i,-22.2,-19.6,-10.7,O=C1/C(=C\c2cccc(O)c2O)SC(=S)N1Cc1ccccc1,3.8
-5.7,0.1,1.9,-0.5,-0.1,i,-4.9,-9.0,1.3,COc1ccccc1N/C(=N/S(=O)(=O)c1ccc(C)cc1)c1ccccc1,0.2
7.5,-0.3,-1.9,-0.4,0.0,i,0.8,-2.0,4.7,COc1cc(C(=O)NCC(=O)OCC(=O)Nc2nnc(-c3ccccc3)o2)cc(OC)c1OC,-1.6
-1.0,-0.2,-2.8,0.3,2.9,i,-0.6,-0.7,7.0,O=C(CCC(=O)N1CCN(c2cccc(Cl)c2)CC1)c1cccs1,3.7
5.0,0.2,-1.9,-0.3,-1.1,i,2.9,-2.0,0.5,O=C(c1ccc(NS(=O)(=O)c2ccc(F)cc2)cc1)N1CCC1,-2.5
-2.1,0.6,2.8,-0.4,3.1,i,-0.2,-4.1,5.5,CSCCCNC(=O)c1ccc(OC2CCN(C(=O)c3cccnc3)CC2)cc1,-0.2
-2.0,0.0,3.3,0.6,2.3,i,3.6,-2.1,-1.0,Cc1ccc(OCCCCN2CCC(C)CC2)c(Br)c1,-2.3
-5.9,0.8,-3.4,0.0,0.7,i,1.3,-11.7,-3.0,CCC(C)NC(=O)c1ccc(CS(=O)(=O)c2ccc(OC)cc2)o1 (centres undefined),-0.3
-4.2,4.0,1.9,-0.2,1.2,i,-6.8,-6.5,-22.1,C/C(=N\NC(=O)c1nc2ccccn2c1C)c1cc2ccccc2o1,0.0
-1.5,-0.4,-1.4,-0.7,0.7,i,1.1,-0.6,-1.8,CS(=O)(=O)N(CCc1ccccc1)CC(=O)NCC1CCCO1 (centres undefined),-1.2
3.1,-1.1,-1.3,-0.1,-0.4,i,-0.3,0.3,2.8,O=C(CSc1ccc2nnc(-c3ccncc3)n2n1)NCc1ccco1,-2.8
4.1,1.2,-3.0,-0.1,-1.1,i,3.6,-6.5,-2.2,Cc1ccc(NC(=O)COC(=O)C2CC(=O)N(Cc3ccccc3)C2)cc1S(=O)(=O)N(C)C (centres undefined),0.8
-0.6,-0.8,3.6,-0.9,1.0,i,1.7,-0.7,3.9,O=C1C=CC(=O)N1Cc1ccccc1,-2.2
-1.5,1.4,3.4,0.6,-5.0,i,2.5,-11.0,4.9,CC(NC(=O)CCNC(=O)c1ccccc1Cl)c1ccc(-n2ccnc2)cc1 (centres undefined),-1.4
-5.8,-1.5,-0.7,-0.3,-1.1,i,1.1,-0.1,2.2,COc1cc(C(=O)NNC(=O)CN2C(=O)NC3(CCCC3)C2=O)cc(OC)c1OC,-0.6
0.3,0.6,-2.5,-0.1,8.0,i,1.7,-4.2,2.6,CN(CCC#N)C(=O)c1ccc(CNS(=O)(=O)c2ccc(F)cc2)cc1,-1.0
-0.4,0.6,3.8,0.0,-0.3,i,1.6,-3.0,3.6,Cn1c(N)c(C(=O)COC(=O)CCc2ccccc2)c(=O)n(C)c1=O,-0.2
1.9,1.1,-7.9,0.3,-2.0,i,3.6,-1.1,-0.9,CC(C)(C)OC(=O)N1CCC(C(=O)NNC(=O)c2ccc(Cl)cc2Cl)CC1,-2.5
0.0,1.7,2.2,-0.5,-3.0,i,4.0,1.8,1.3,COc1ccc(S(=O)(=O)NC(C)C(=O)NCc2ccco2)cc1OC (centres undefined),-1.4
-3.6,-0.1,1.9,-0.3,-0.5,i,6.6,-9.5,4.8,O=C(NCC1CCCO1)c1ccccc1OCc1ccc(F)cc1 (centres undefined),-1.2
0.8,0.7,-5.6,0.3,-0.2,i,2.6,-0.2,0.8,Cc1cccc(C2=NOC(=O)/C2=C\c2ccccc2F)c1,-1.5
-2.5,0.3,0.7,0.3,2.0,i,0.9,-4.3,0.7,Cc1ccc(CSc2nccc(-c3c(C)nc4ccccn34)n2)cc1,1.7
5.4,1.0,-6.3,-0.6,-6.6,i,-0.9,-15.7,-0.7,COc1cc(NC(=O)c2cc([N+](=O)[O-])ccc2Br)ccc1NC(=O)c1ccco1,1.2
24.5,-0.8,-5.3,-0.1,4.2,i,-0.2,3.1,4.7,O=c1[nH]c(C2CCN(S(=O)(=O)c3ccccc3F)CC2)nc2c1nnn2Cc1ccc(OC(F)(F)F)cc1,3.8

Random excerpt: 4 records from the list, in no set order.
NadD inh,MsrA inh,CSN inh,TbMetRS inhib,STEP block,Rpn11 block,DNMT1 block,Scp1 inh,SUMO1 PPI mod,smiles,LMPTP inh
0.8,0.7,-5.6,0.3,-0.2,i,2.6,-0.2,0.8,Cc1cccc(C2=NOC(=O)/C2=C\c2ccccc2F)c1,-1.5
-1.5,1.4,3.4,0.6,-5.0,i,2.5,-11.0,4.9,CC(NC(=O)CCNC(=O)c1ccccc1Cl)c1ccc(-n2ccnc2)cc1 (centres undefined),-1.4
5.4,1.0,-6.3,-0.6,-6.6,i,-0.9,-15.7,-0.7,COc1cc(NC(=O)c2cc([N+](=O)[O-])ccc2Br)ccc1NC(=O)c1ccco1,1.2
0.0,1.7,2.2,-0.5,-3.0,i,4.0,1.8,1.3,COc1ccc(S(=O)(=O)NC(C)C(=O)NCc2ccco2)cc1OC (centres undefined),-1.4

(cont.)
NadD inh,MsrA inh,CSN inh,TbMetRS inhib,STEP block,Rpn11 block,DNMT1 block,Scp1 inh,SUMO1 PPI mod,smiles,LMPTP inh
-3.4,1.0,-1.4,0.8,0.5,i,-2.1,-12.4,-32.5,Cc1ccc(S(=O)(=O)Oc2cccc([N+](=O)[O-])c2)cc1,-0.6
5.0,1.0,-3.0,0.2,-0.5,i,0.1,-8.2,-0.6,CCNc1cc(S(=O)(=O)C(F)(F)F)ccc1N,-0.3
-3.5,-1.1,1.0,-0.9,-0.2,i,-3.3,-8.0,2.2,CCc1ccc(NC(=O)Cn2nnc(C(=O)NCCc3ccc(OC)c(OC)c3)c2N)cc1,0.5
-0.4,0.5,4.3,-0.9,-1.0,i,1.2,-5.6,23.5,CCOc1cc(/C=C2/C(=O)ON=C2C)ccc1OCc1ccc(F)cc1,1.1
-7.3,0.6,1.9,-0.4,-5.7,i,-23.6,-1.3,0.6,CC1(C)C=Cc2c(ccc3c2OC[C@@H](c2ccc(O)cc2O)C3)O1,4.1
-1.0,2.3,-0.4,-0.1,0.4,i,5.2,-3.6,2.2,CN(CC(=O)Nc1c(F)cccc1F)Cc1cccs1,1.2
-5.6,-0.6,5.9,0.1,1.7,i,-2.1,4.5,-4.5,CC(=O)c1ccc(NC(=O)c2ccc(C)c(Br)c2)cc1,-0.2
-1.7,-0.3,6.6,0.6,1.5,i,5.7,-12.9,10.4,CN1CCN(C(=O)C2CC(=O)N(c3ccc(F)c(Cl)c3)C2)CC1 (centres undefined),-1.4
20.8,-0.5,1.5,-0.6,·,·,·,·,3.8,Cc1cc2nc(-c3ccc(C#N)cc3)c(Cc3ccsc3)n2c(C)c1Br,2.4
-2.0,-0.5,2.7,0.1,4.0,i,11.6,8.7,1.6,CC1(C)C(=O)Nc2ccccc2N1C(=O)COC(=O)c1cccnc1Cl,0.5
6.3,-0.1,-11.3,0.1,2.0,i,-8.4,-1.2,27.5,CC(=O)c1c(C)[nH]c(C(=O)COC(=O)c2ccc3c(=O)n4c(nc3c2)CCC4)c1C,0.1
-1.1,1.1,-1.9,0.0,-4.2,i,-0.3,-2.4,2.3,CCc1ccc(C(=O)NNC(=O)[C@H](C)NC(=O)c2ccco2)cc1,-0.7
-3.2,0.0,-3.6,-0.2,2.4,i,5.3,-2.2,1.9,O=S1(=O)CSCS(=O)(=O)C1,-1.6
-3.1,-0.7,3.8,-0.4,1.8,i,0.2,0.2,-32.9,Cc1ccc(NS(=O)(=O)c2cccc3nsnc23)cc1,-0.5
0.2,0.1,-3.7,-1.4,-2.9,i,2.0,-1.7,-2.5,COc1ccc(CCNS(=O)(=O)c2c(N)n(C)c(=O)n(C)c2=O)cc1OC,8.2
-4.7,-1.3,-1.9,-0.8,2.1,i,0.0,-6.5,0.8,Cc1cc(NC(=O)CSc2nnc(C)n2-c2ccccc2C)no1,-2.0
9.3,0.9,0.8,0.1,2.4,i,3.2,-5.1,-2.3,COc1ccc(S(=O)(=O)N2CCN(CC(=O)c3ccc(O)c(O)c3)CC2)cc1,69.9*

Compounds were not picked by outcome. Share with any hit: about 3.9%.
